Screening data as filed in PubChem.
Tb PFK inh: qHTS Assay to Find Inhibitors of T. brucei phosphofructokinase; hit rate 0.17% among 330,000; T. brucei PFK, ADP-Glo luminescence; ATP-dependent 6-phosphofructokinase (Trypanosoma brucei brucei), O15648; Potency, µM (top dose mostly 57.5 µM), for inactives: top-dose activity, negative = inhibition, actives largely listed as inhibitors; AID 485367, 2010;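 note: potency is the fitted concentration of half-maximal effect; 0% = uninhibited 1x PFK enzyme wells and -100% = no-enzyme wells; nearly all actives have a fitted effect of over 60% in size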
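PFK 1.25 nM, F6P 0.5 mM, ATP 0.1 mM, 0.1 M TEA pH 8.0, 5 mM MgCl2, 0.01% Tween20, 0.1% BSA; 45 min RT. ADP-Glo readout. qHTS titration up to 57 uM; curves fitted, compounds curve-classed.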
ELG1 repair inh: qHTS screen for small molecules that inhibit ELG1-dependent DNA repair in human embryonic kidney (HEK293T) cells expressing luciferase-tagged ELG1; Potency, µM (titrated, usually from 46.1 µM), without a hit: at the top dose activity change, negative = inhibition, hits mostly inhibitors; HEK293T ELG1-luciferase reporter, luminescence, 16 h; DNA damage induced by 5-fluorouridine; hit rate 2.3% among 330,000; note: potency is the fitted concentration of half-maximal effect; % is set by controls: 0 for no effect and ±100 for the full control effect; nearly all actives have a fitted effect of over 55% in size
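5-Fluorouridine DNA damage + compound/DMSO, 2,000 cells/well, 16 h, 37 °C/5% CO2. ONE-Glo, 30 min RT, luminescence. Readout = decrease in reporter signal.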
Rab9 prom act: qHTS Assay for Rab9 Promoter Activators; hit rate 2.8% among 320,000; Huh7 Rab9 promoter-luciferase reporter, luminescence, 24 h; Potency, µM (titrated, usually from 9.22 µM), for inactives: at the highest dose activation, negative = inhibition, actives largely listed as activators; AID 485297, 2010; note: potency is the fitted concentration of half-maximal effect; % of control where 0% means no effect; nearly all actives have a fitted effect of over 60% in size
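Cell-based reporter: Huh7 stable for Rab9 promoter-driven luciferase, plated in reduced-serum medium with 10% FBS at 1500 cells/well, compound-treated 24 h at 37 °C, luminescence read after 10 min reagent.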
p53 reactivator: qHTS assay for re-activators of p53 using a Luc reporter | H1299 p53-A138V BP100-luciferase reporter, luminescence, 24 h | Potency, µM (top dose mostly 92.2 µM), inactives show at the top dose activity change, positive = activation, most hits filed as activators | hit rate 0.063% among 320,000 | AID 504706, 2011; note: potency is the fitted concentration of half-maximal effect; % of control where 0% means no effect; nearly all actives have a fitted effect of over 45% in size
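p53-null H1299 cells stably carrying temperature-sensitive p53-A138V and a BP100-luciferase reporter were pinned with compounds (4-point, 1:5 series) and held 24 hrs at 37 deg C. Luminescence was read 10 min after detection reagent.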
BRCA1 expr act: qHTS Assay to Identify Small Molecule Activators of BRCA1 Expression; AID 624202, 2012; MCF7-BRCA1-FFLuc reporter, luminescence, 48 h; response scale: scaled: vehicle 0%, 10 µM genistein 100%; hit rate 1.1% among 380,000; Potency, µM (doses to about 46.1 µM), for inactives: top-dose activation, hits mostly activators; note: potency is the fitted concentration of half-maximal effect; nearly all actives have a fitted effect of over 80% in size; some results filed as inactive show a strong effect at the top dose
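Reporter cells (MCF7, BRCA1 promoter-firefly luciferase) received library compounds across a concentration series for 48 h. End-point luminescence was measured and concentration-effect curves derived after normalization.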
Gal4-VP16 FLuc: VP16 counterscreen qHTS for inhibitors of ROR gamma transcriptional activity. Drosophila S2 Gal4-VP16 UAS-luciferase, luminescence, 20 h. Potency, µM (series often up to 53.6 µM), inactives show top-dose activity, negative = inhibition, most hits filed as inhibitors. hit rate 3.5% among 310,000. AID 2546, 2010;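 note: Gal4-VP16 expression switched on by copper sulfate through the metallothionein promoter; potency is the fitted concentration of half-maximal effect; % is set by controls: 0 for no effect and ±100 for the full control effect; nearly all actives have a fitted effect of over 50% in size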
ELG1 genotoxic: qHTS screen for small molecules that induce genotoxicity in human embryonic kidney (HEK293T) cells expressing luciferase-tagged ELG1; HEK293T ELG1-luciferase reporter, luminescence, 16 h; Potency, µM (top dose mostly 46 µM), for the others: top-dose activity change, positive = activation, actives largely listed as activators; hit rate 1.3% among 330,000; note: potency is the fitted concentration of half-maximal effect; % of control where 0% means no effect; nearly all actives have a fitted effect of over 60% in size
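Reporter readout depends on ELG1 protein level, which increases with genetic stress. After 16 hr compound exposure at 37 °C, luciferase activity was quantified using ONE-Glo.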
FLuc modulator: qHTS profiling assay for firefly luciferase inhibitor/activator using purifed enzyme and Km concentrations of substrates (counterscreen for miR-21 project). Luciferin 4-monooxygenase (Photinus pyralis), P08659. purified FLuc, Km substrates, luminescence inhibition. Potency, µM (titrated, usually from 57.5 µM), without a hit: at the highest dose activity change, negative = inhibition, actives largely listed as inhibitors. hit rate 6.9% among 360,000. AID 588342, 2011;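 note: potency is the fitted concentration of half-maximal effect; plate controls were vehicle for no effect and reference inhibitor for full effect; nearly all actives have a fitted effect of over 55% in size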
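Biochemical qHTS of compounds, final roughly 60 µM downward over six points, against 10 nM purified firefly luciferase using Km concentrations of substrates (10 uM D-luciferin, 10 uM ATP) in Tris acetate pH 7.5 buffer; luminescence output.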
TRPV1 ag: HTS Assay for Compounds that Act as Agonists of the Vanilloid Receptor 1 | TRPV1-expressing cells, Fluo-8 calcium influx, agonist mode | activation, % at 8.33 µM | Transient receptor potential cation channel subfamily V member 1 (Homo sapiens), Q8NER1 | AID 540275, 2011 | hit rate 0.19% among 320,000; in the data active = activation above about 80%; inconclusive = between about 30% and that limit; note: 0% is about no effect
Target sequence (Q8NER1 whole entry, looked up): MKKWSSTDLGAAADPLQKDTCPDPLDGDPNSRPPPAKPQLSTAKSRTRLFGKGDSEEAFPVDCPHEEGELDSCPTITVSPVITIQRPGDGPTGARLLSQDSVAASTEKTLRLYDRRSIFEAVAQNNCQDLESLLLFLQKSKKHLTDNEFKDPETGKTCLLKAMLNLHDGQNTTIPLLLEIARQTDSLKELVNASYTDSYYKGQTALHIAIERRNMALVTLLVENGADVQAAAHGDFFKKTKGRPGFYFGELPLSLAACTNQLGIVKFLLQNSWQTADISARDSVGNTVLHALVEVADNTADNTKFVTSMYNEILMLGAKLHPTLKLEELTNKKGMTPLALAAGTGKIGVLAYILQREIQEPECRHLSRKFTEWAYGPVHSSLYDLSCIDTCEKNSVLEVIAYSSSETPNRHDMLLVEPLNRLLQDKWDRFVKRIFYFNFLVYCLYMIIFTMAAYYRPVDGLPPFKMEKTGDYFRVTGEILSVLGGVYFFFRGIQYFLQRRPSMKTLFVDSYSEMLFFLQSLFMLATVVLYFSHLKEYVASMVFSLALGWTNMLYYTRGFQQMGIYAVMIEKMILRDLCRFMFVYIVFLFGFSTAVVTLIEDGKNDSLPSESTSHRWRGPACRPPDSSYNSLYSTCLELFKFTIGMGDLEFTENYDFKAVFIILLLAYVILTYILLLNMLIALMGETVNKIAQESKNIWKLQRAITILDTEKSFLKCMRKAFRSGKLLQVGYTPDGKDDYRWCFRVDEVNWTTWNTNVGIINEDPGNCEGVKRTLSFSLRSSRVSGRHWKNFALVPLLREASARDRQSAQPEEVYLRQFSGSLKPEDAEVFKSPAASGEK
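Fluo-8 calcium influx in TRPV1-expressing cells, kinetic read (ex 480/em 520 nm). Compound added and read 3 min for agonist activity, followed by capsaicin at EC20 final and 2 min further read for enhancement.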
RORg inh: qHTS for inhibitors of ROR gamma transcriptional activity; Nuclear receptor ROR-gamma (Mus musculus), P51450; Drosophila S2 Gal4-RORgamma UAS-luciferase reporter, 20 h; Potency, µM (highest dose often 53.6 µM), for the others: at the highest dose activity change, negative = inhibition, actives largely listed as inhibitors; hit rate 5.4% among 310,000; note: potency is the fitted concentration of half-maximal effect; % is set by controls: 0 for no effect and ±100 for the full control effect; nearly all actives have a fitted effect of over 60% in size
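Compounds are pin-transferred onto Drosophila Schneider cells expressing a copper-inducible Gal4–ROR gamma transactivation domain fusion. After 1 hr, copper sulfate is added to 700 uM final; luciferase is read 20 hr later.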
NPC1 promoter act: qHTS Assay for NPC1 Promoter Activators; Potency, µM (titrated, usually from 9.22 µM), inactives show top-dose activation, usual class: activators; AID 485313, 2010; hit rate 2.4% among 320,000; Huh7 NPC1 promoter luciferase reporter, 24 h;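 note: potency is the fitted concentration of half-maximal effect; % of control where 0% means no effect; nearly all actives have a fitted effect of over 60% in size; reporter is driven by a mutant NPC1 promoter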
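Luminescence read-out of NPC1 promoter-driven luciferase in stably transfected Huh7 cells; compounds delivered in DMSO and left 24 h at 37C, 5% CO2, qHTS titration format.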
Active calls of the source: *; i = inactive; u = inconclusive; x = no result given; & = joins results of further samples; [ ] = another dose, or the depositor's remark. Unless noted, calls come from the whole dose curve; as a rule, active = well fitted curve in the direction sought with a large enough effect; inconclusive = small, poorly fitted or top-dose-only effect, or another doubt; inactive = no such curve, though single readings can be large; an effect the other way counts as inactive or inconclusive.

nr | SMILES | Tb PFK inh | ELG1 repair inh | Rab9 prom act | p53 reactivator | BRCA1 expr act | Gal4-VP16 FLuc
1 | C/C=C/C(=O)Nc1nnc(C2CCCCC2)s1 | 3% | 3% | 1% | 6% | 51% | -5%
2 | CCC1CCCCN1CCCNC(=O)CCC(=O)N1CC(C)Oc2ccccc21 (stereo not given) | 0% | 0% | 1% | x | 15% | 0%
3 | COc1ccc(NC(=O)CSc2nnc(-c3ccccn3)n2-c2ccccc2)cc1OC | 0% | -6% | -2% | -1% | 1% | 6%
4 | CC(=O)Nc1ccc(S(=O)(=O)N(C)CC(=O)OC(C)C(=O)N(C)Cc2ccccc2)cc1 (stereo not given) | 3% | 6% | 4% | -2% | -11% | 3%
5 | CC(C)C(C(=O)N1CCN(Cc2ccccc2)CC1)c1ccccc1 (stereo not given) | 0% | 1% | -6% | -1% | 0% | -1%
6 | CC1(c2ccc(Cl)cc2)NC(=O)N(CC(=O)NCc2ccc(F)cc2)C1=O (stereo not given) | -4% | u | 1% | -1% | -10% | u
7 | COc1ccc(C(=O)COC(=O)c2sc(C)nc2C)cc1Cl | 0% | -13% | -6% | 3% | 7% | x
8 | CC(NC(=O)c1ccccc1Cl)C1CC2CCC1C2 (stereo not given) | -1% | -3% | -2% | -3% | -2% | -16%

nr | ELG1 genotoxic | FLuc modulator | TRPV1 ag | RORg inh | NPC1 promoter act
1 | 1% | 27µM* | 1 | 25% | -4%
2 | 0% | 6% | 0 | -31% | -6%
3 | -4% | 0% | 2 | 40% | -2%
4 | -2% | 6% | 1 | 4% | 4%
5 | -10% | 0% | 14 | -7% | -3%
6 | -6% | -1% | -5 | -37% | 0%
7 | 1% | -3% | 4 | x | -3%
8 | 2% | -4% | 8 | -20% | 0%

Next part
nr | SMILES | Tb PFK inh | ELG1 repair inh | Rab9 prom act | p53 reactivator | BRCA1 expr act | Gal4-VP16 FLuc
9 | Cc1ccc(-n2nc3ccc(NC(=O)c4ccc5c(c4)OCO5)cc3n2)cc1 | 3% | 16% | 7% | 9% | -6% | u
10 | O=C(/C=C/c1ccccc1)NCCc1ccc2c(c1)OCCO2 | -1% | 1% | 1% | 25% | 14% | u
11 | CCOc1ccc(CCNC(=O)CS(=O)Cc2nc(-c3ccc(C)cc3)oc2C)cc1OCC (stereo not given) | -6% | u | 0% | -3% | -28% | -9%
12 | CC1=NN(C(=O)c2ccc(Cn3nc(C)c([N+](=O)[O-])c3C)o2)C(O)(C(F)(F)F)C1 (stereo not given) | 0% | u | -3% | -4% | -8% | 7.1µM*
13 | COc1ccc(-c2coc3cc4oc(=O)cc(C)c4cc23)cc1F | -2% | 14% | -3% | 3% | -62% | -7%
14 | Cc1ccc(Sc2cc(C)nc(-c3ccccn3)n2)cc1 | 0% | u | 5% | 13% | -5% | 3.2µM*
15 | COc1ccc(C(c2nnnn2Cc2ccccc2)N2CCN(c3ccccc3)CC2)cc1 (stereo not given) | 22% | -22% | -3% | 0% | -41% | 10%
16 | COC(=O)CSc1nnc(-c2ccncc2)o1 | 14% | 10% | 2% | -10% | 4% | 0%

nr | ELG1 genotoxic | FLuc modulator | TRPV1 ag | RORg inh | NPC1 promoter act
9 | 1% | -1% | -2 | 23% | 0%
10 | 1% | u | 3 | u | 0%
11 | -8% | 0%&-1% | 0 | 18% | -4%
12 | -7% | -1% | 3 | 2.5µM* | -1%
13 | 1% | -4% | 10 | -1% | -13%
14 | 6% | 17µM* | 12 | 0.35µM* | 21%
15 | -6% | 4% | 2 | -4% | -1%
16 | 0% | 1% | 0 | 8% | 3%

The list continues.
nr | SMILES | Tb PFK inh | ELG1 repair inh | Rab9 prom act | p53 reactivator | BRCA1 expr act | Gal4-VP16 FLuc
17 | O=C(CNc1cccc2ccccc12)N/N=C/C=C/c1ccco1 | -9% | 4% | 18% | -3% | -34% | u
18 | Cc1cc(-c2c(C)[nH]n(-c3ccc(Cl)cc3)c2=O)n[nH]1 | 9% | u | u | 20% | -63% | 0.63µM*
19 | Cc1oc(-c2ccc(Cl)cc2)nc1CN1CCCC(C(=O)N2CCOCC2)C1 (stereo not given) | 0% | 4% | -1% | -4% | -15% | -8%
20 | O=C(NCCc1ccco1)c1ccc(OCc2cn3ccccc3n2)cc1 | u | u | x | 29% | 30% | x
21 | CCN1CCSc2ccc(C(=O)NCc3ccccc3Br)cc21 | 1% | -8% | 1% | x | -39% | 0%
22 | Cc1nn(-c2ccccc2)c2[nH]c(=O)c(CNCC3CCCO3)cc12 (stereo not given) | 2% | 12% | 0% | 2% | -2% | -1%
23 | COc1ccc(C2CC(=O)c3cnc(NC(=O)c4ccccc4OC)nc3C2)c(OC)c1 (stereo not given) | -4% | u | -2% | -20% | -39% | -12%
24 | N#Cc1ccc2c(c1)C[C@]1(CCCCN3C(=O)c4ccccc4C3=O)Oc3cc(-c4ccccc4)oc(=O)c3[C@H]2O1 | 6%[11.5 µM] | x | -1%[1.84 µM] | x | x | -8%[10 µM]

nr | ELG1 genotoxic | FLuc modulator | TRPV1 ag | RORg inh | NPC1 promoter act
17 | 0% | -3% | 0 | 13µM* | 1%
18 | 5% | u | -3 | 0.11µM* | u
19 | -4% | -1% | u | -7% | 1%
20 | 10% | x | x | x | x
21 | 2% | 1%&-15% | 4 | 1% | 0%
22 | 1% | 2% | 0 | 8% | 21%
23 | -5% | -17% | 3 | 7% | 0%
24 | x | 5%[11.5 µM] | i | 2%[10 µM] | 1%[1.84 µM]

Remaining list, next part
nr | SMILES | Tb PFK inh | ELG1 repair inh | Rab9 prom act | p53 reactivator | BRCA1 expr act | Gal4-VP16 FLuc
25 | CCC(=O)N/C(=N/c1nc(C)cc(C)n1)Nc1ccc(OC)cc1 | -4% | u | -7% | 14% | -15% | -5%
26 | COc1ccc(N/C(=C/[N+](=O)[O-])SC)cc1 | 3% | -3% | 1% | 3% | -3% | -1%
27 | Cc1ccc(C=NCc2ccncc2)c(O)c1 | 0% | 3% | -7% | 21% | 11% | -9%
28 | CCCC(=O)Nc1cccc(-c2cn3cccnc3n2)c1 | 1% | u | -4% | 5% | 51% | 0%[10 µM]
29 | O=C1CCCC(O)=C1N=Nc1c(Cl)cc(Cl)cc1Cl | 0% | 15% | 10% | u | -45% | u
30 | Cn1c(=O)c(C(=O)N2CCc3ccccc32)cc2cccnc21 | 22% | 8% | 0% | -3% | 6% | x
31 | N#Cc1ccc(OCC(=O)NCCN2CCOCC2)cc1 | -1% | 0% | -2% | -1% | -11% | x
32 | COc1ccccc1NC(=O)COc1ccc(/C=N/NS(=O)(=O)c2ccc(C)cc2)cc1 | -3% | -18% | -4% | -26% | 0% | 5%
33 | NC(=O)[C@H]1CC2(CC(c3cccc(NC(=O)[C@H]4CCC(=O)N4)c3)=NO2)CN1C(=O)c1ccccc1 (stereo not given in full) | -27% | u | -5% | 10% | 20% | -6%
34 | CCN(CC(=O)Nc1c(F)cccc1F)C(=O)COc1ccc2c(c1)CCC2 | 4% | 8% | -6% | 5% | -4% | x
35 | CCC(SC1=Nc2ccccc2C2=NC(CC(C)C)C(=O)N12)C(=O)Nc1ccc2c(c1)OCO2 (stereo not given) | 2% | u | -5% | 13% | -44% | 4%

nr | ELG1 genotoxic | FLuc modulator | TRPV1 ag | RORg inh | NPC1 promoter act
25 | -3% | 3% | 13 | -11% | -8%
26 | -3% | -6% | 4 | -4% | -28%
27 | -1% | -10% | 0 | 1% | 0%
28 | 9% | -19%&-18% | 1 | 42% | 4%
29 | 9% | -2% | 1 | 11µM* | 8%
30 | 2% | 0% | 13 | x | 0%
31 | 3% | -1% | -3 | x | -7%
32 | 0% | -13% | -3 | -1% | -6%
33 | 2% | -18% | 0 | -2% | -3%
34 | 29% | -7% | 7 | x | 2%
35 | 0% | u | 9 | -20% | -3%
